Bioassay records from PubChem BioAssay.
GRIN3A LBD mod: binders of NR3A ligand-binding domain, primary screen, biophysical, differential scanning fluorimetry, uHTS; Glutamate receptor ionotropic, NMDA 3A (GRIN3A) ligand-binding domain; NR3A LBD differential scanning fluorimetry, Tm shift; 0% = protein alone, 100% = glycine-bound protein; Tm shift relative to glycine control, % at 25 µM; 340,000 tested, 2.5% active; AID 1259313, 2017;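 active = melting temperature shift of at least 10% of the positive control shift, at one fixed dose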
APJ antag: antagonists of human apelin receptor APJ, primary screen, CHO-K1 cells, beta-arrestin complementation, luminescence | 330,000 tested, 0.32% active | P35414 | inhibition, % at 20 µM | AID 2521, 2010;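 active = inhibition above about 40% at 20 µM, limit read from the data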;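 also: cells challenged with 10 nM apelin-13 agonist together with compound; plate controls were apelin-13 plus DMSO wells for no effect and DMSO wells lacking apelin-13 for full effect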
Target sequence (P35414 whole entry, looked up): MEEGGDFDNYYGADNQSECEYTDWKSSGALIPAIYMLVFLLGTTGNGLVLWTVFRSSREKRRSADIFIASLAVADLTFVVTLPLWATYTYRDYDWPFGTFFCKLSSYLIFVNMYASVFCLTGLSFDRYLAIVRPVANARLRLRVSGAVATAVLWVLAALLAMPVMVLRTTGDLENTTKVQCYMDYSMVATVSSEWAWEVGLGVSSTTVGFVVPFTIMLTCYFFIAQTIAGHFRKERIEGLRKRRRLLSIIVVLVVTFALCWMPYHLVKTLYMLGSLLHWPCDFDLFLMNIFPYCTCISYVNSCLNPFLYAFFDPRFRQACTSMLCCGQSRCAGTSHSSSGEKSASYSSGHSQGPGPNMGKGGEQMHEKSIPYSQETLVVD
MPTP inh: mitochondrial permeability transition pore inhibitors, primary screen, biochemical, isolated mouse mitochondria, absorbance; Ca2+ swelling absorbance, 30 min; inhibition, % at 10 µM; 360,000 tested, 1.4% active; AID 602449, 2012;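 active = inhibition of 50% or more, scaled per plate between neutral and stimulator controls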;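 also: 0% = DMSO wells given calcium and 100% = 1 mM EGTA wells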
tim23-1 inh: growth inhibitors of tim23-1 mutant yeast, primary screen, luminescence, uHTS; S. cerevisiae tim23-1 growth, BacTiter-Glo luminescence, 24 h; inhibition, % at 20 µM; 330,000 tested, 1.3% active;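 active = growth inhibition of the mutant yeast at or above 50%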;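 also: temperature-sensitive mutant grown at 25 °C; plate controls were DMSO-treated mutant yeast for no effect and medium wells lacking yeast for full effect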
TIM10 inh: growth inhibitors of isogenic TIM10 control yeast, primary screen, counter-screen for tim10-1 yeast inhibitor project, luminescence, uHTS; AID 463195, 2010; inhibition, % at 10 µM; 330,000 tested, 1.4% active; S. cerevisiae TIM10 strain growth, BacTiter-Glo luminescence, 24 h;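 active = inhibition of 40% or more at the single tested concentration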;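 also: wild-type TIM10 isogenic control strain grown at permissive 25 °C; 0% = DMSO yeast wells and 100% = minimal medium wells without yeast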
NLRP3 yeast inh: NALP3 inflammasome inhibitors in reconstituted yeast, primary screen, luminescence, uHTS; Yeast reconstituted NLRP3/ASC/caspase-1, beta-gal luminescence, 24 h; inhibition, % at 10 µM; 330,000 tested, 0.39% active; AID 2825, 2010;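 active = inhibition of 50% or more; inactive = inhibition below 50%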;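 also: plate controls were induced DMSO wells for no effect and uninduced yeast grown without galactose for full effect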
MIN6 prolif: inducers of MIN6 beta-cell proliferation, primary screen, ATP luminescence, uHTS. MIN6 cells proliferation, ATPlite luminescence, 48 h; cells starved in 0.2% serum; 100% = growth in 10% serum. proliferation, % at 10 µM. 330,000 tested, 0.29% active. AID 2380, 2010;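 active = compounds whose signal lies at least 3.5 SD above the mean of all wells on their plate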;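 also: 0% = DMSO-treated cells in low-serum medium and 100% = 10% serum control; some compounds called inactive have numbers as strong as hits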
APJ ag: agonists of human apelin receptor APJ, primary screen, CHO-K1 cells, PathHunter beta-arrestin, luminescence. 330,000 tested, 0.11% active. activation, % at 20 µM. 0% DMSO wells, 100% apelin;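 active = activation more than six SD over the plate average, tested at 20 µM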;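 also: 0% = DMSO alone and 100% = apelin-13 at 10 nM; some results filed as inactive read as strong as hits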
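Material: engineered CHO-K1 APJ arrestin reporter cells; amount: 1000 CHO-K1 reporter cells seeded per well; incubation: compound stimulation 90 min at 25 °C, detection 60 min; signal: luminescent beta-gal fragment complementation, chemiluminescent substrate; read-out basis: APJ agonist activity; controls: DMSO-only wells as negative, 10 nM Apelin-13 as positive control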
tim10-1 inh: growth inhibitors of tim10-1 mutant yeast, primary screen, luminescence, uHTS; S. cerevisiae tim10-1 ts strain growth, BacTiter-Glo, 24 h; inhibition, % at 20 µM; AID 463190, 2010; 330,000 tested, 2.2% active;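 active = inhibition of at least 40%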;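 also: mutant grown at 25 °C; 0% = DMSO wells with yeast and 100% = wells holding no yeast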
* marks the source's active call; other numbers are inactive results; x = not tested or not shown.

SMILES	GRIN3A LBD mod	APJ antag	MPTP inh	tim23-1 inh	TIM10 inh	NLRP3 yeast inh	MIN6 prolif	APJ ag	tim10-1 inh
Cc1cc(O)c(NC(=O)c2cc([N+](=O)[O-])ccc2Cl)cc1C	-4	-15	0.8	32	26	36	-6	1	16
Cc1cc(C(=O)C(C)Cl)c(C)n1Cc1ccco1 (stereo not drawn)	-1	9	1.9	21	14	11	-2	-4	13
COc1ccccc1C(=O)C1CCCN(C(=O)c2ccccc2C(C)=O)C1 (stereo not drawn)	0	6	-0.1	5	4	7	-1	-2	5
COc1ccc(NC(=O)CN2CCC(C(N)=O)(N3CCCCC3)CC2)c(OC)c1	1	8	1.5	5	-12	-8	0	1	11
CCCCCCCCCCCCS[C@H]1CS(=O)(=O)C[C@@H]1O	-4	-18	6.6	27	21	21	-3	-6	38
O=C(CCN1CCCCC1)N/N=C/c1ccc(Br)cc1	0	-13	0.2	-4	-9	9	3	-4	8
Cc1cccc(/C=C/C(=O)c2cc(Br)ccc(=O)c2O)c1	-1	11	-19	0	1	12	-7	-2	1
CC(=O)c1ccc(N2CCN(C(=O)c3cc(-c4ccncc4)nc4ccc(Cl)cc34)CC2)cc1	-2	-30	-0.6	-26	22	-3	-6	18	-3
O=C(Cn1cnc2cc([N+](=O)[O-])ccc2c1=O)Nc1ccc(N2CCOCC2)cc1	-3	-18	0.3	-2	-18	-1	-3	-2	-8
CC(C)NC(=O)COC(=O)c1ccccc1CSC1=NCCS1	0	-4	0.7	4	-16	17	1	0	7
CC(OC(=O)c1cc2sccc2n1C)C(=O)NCc1cccs1 (stereo not drawn)	3	7	1.3	30	2	27	-1	-1	-1
COc1ccccc1-c1nc(COc2ccc(Cl)cc2Cl)no1	-5	2	-1.6	4	0	20	-1	0	3
CCOC(=O)c1nn(-c2ccc(Cl)cc2)c2nnc(Cc3ccccc3)c(=O)n12	10*	-1	-17	-1	4	3	2	1	13
N=c1c(C(=O)NCCc2ccccc2)cc2c(=O)n3ccccc3nc2n1Cc1ccco1	1	28	-0.1	6	8	17	-4	-3	-14
O=C(NCC1OCCc2ccccc21)c1cc(COc2c(F)cccc2F)on1 (stereo not drawn)	1	0	0.2	18	-8	9	-3	-1	22
Cc1nc(NC(=O)COC(=O)[C@@H](NC(=O)c2ccco2)C(C)C)c(Cl)cc1Cl	-1	2	-1.7	5	-4	-1	-4	-1	2
Cc1cc(S(=O)(=O)Nc2ccc(C(=O)NCCCN3CCCC3=O)cc2)ccc1F	-2	-1	-0.6	-7	-1	-5	3	-5	-3
CCOC(=O)C1=C(COC(=O)/C=C/c2ccco2)NC(=O)NC1C (stereo not drawn)	-1	-14	-1.5	8	18	10	2	-2	22
Cc1csc(/C(C#N)=N/O)n1	1	14	-1.1	1	9	11	-2	-2	5
Cc1cc(C)c(C#N)c(SCc2c(F)cccc2[N+](=O)[O-])n1	2	-7	-0.3	39	3	26	-2	-3	21
CC1CCCCC1NC(=S)Nc1ccc(SC(F)F)cc1 (stereo not drawn)	10	-2	66*	53*	70*	43	-4	3	66*
N/C(=N\OCC(=O)Nc1ccc(F)c(Cl)c1)c1ccccc1	7	-19	0.6	-1	-10	28	6	-3	-15
Cc1ccc(NC(=O)C(C)Sc2nc3nc(C)cc(C)n3n2)cc1 (stereo not drawn)	0	10	0.2	-3	5	9	-1	-3	8
COC(=O)CCC(=O)OC1(C)C(=O)C=C2C=C(C3CC3)OC=C2C1=O (stereo not drawn)	x	-7	x	-15	-3	7	-5	7	8

MPTP inh: entries above that show a hit.
SMILES,GRIN3A LBD mod,APJ antag,MPTP inh,NLRP3 yeast inh
CC1CCCCC1NC(=S)Nc1ccc(SC(F)F)cc1 (stereo not drawn),10,-2,66*,43

Next section.
SMILES	GRIN3A LBD mod	APJ antag	MPTP inh	tim23-1 inh	TIM10 inh	NLRP3 yeast inh	MIN6 prolif	APJ ag	tim10-1 inh
COc1ccccc1/C(O)=C(\C#N)c1nc2ccccc2[nH]1	-1	1	-1.8	1	9	5	-1	-1	22
CCN(CC)CCCN(Cc1cc2ccc(C)c(C)c2[nH]c1=O)C(=O)NC1CCCCC1	1	-10	-1.0	22	3	13	-5	0	3
Cc1cc(OCc2cc(C(=O)N(C)C3CCOC3)no2)cc(C)c1Cl (stereo not drawn)	-1	20	-0.3	7	-2	29	0	-2	-2
CC(NCC(O)COc1ccc(Br)cc1)c1ccccc1 (stereo not drawn)	1	-1	81*	6	7	30	-2	-1	11
COc1ccc(-c2c(C(=O)O)nc3ccccc3c2C(=O)O)cc1	4	16	-2.7	-14	-4	6	0	-2	14
Cc1ccc(CN(C)C(=O)CN2C(=O)NC3(CCCc4ccccc43)C2=O)c(C)c1 (stereo not drawn)	-1	-7	0.3	15	0	9	-3	1	7
CC1Cc2ccccc2N1C(=O)CSc1ccccc1 (stereo not drawn)	1	18	-1.0	21	5	-54	0	-5	10
CC1CCCN(C(=O)Cn2nnc(-c3ccc(F)cc3)n2)C1 (stereo not drawn)	-1	1	0.6	6	-1	21	1	-2	25
CC(C)NC(=O)NC(=O)COc1c(F)c(F)cc(F)c1F	0	10	0.0	21	12	-16	-1	-2	20
O=C(NNc1nc2ccccc2s1)Nc1ccc(Cl)c(Cl)c1	16*	-21	74*	-2	-6	8	-4	2	7
COC(=O)C1C(O)=C(C=Nc2ccc3ccccc3c2)C(=O)CC1(C)C (stereo not drawn)	-2	3	0.1	37	-5	11	-2	-2	4
COC(=O)[C@@H]1C[C@H]1[C@@H](NC(=O)c1cc(C)on1)c1ccccc1	-1	5	-2.6	9	10	10	-3	-3	25
CCCc1cc(=O)oc2cc(C)cc(OCC(=O)O)c12	-1	16	0.3	10	-20	19	-3	-4	6
O=C(N/N=C/C=C\c1ccco1)c1cccnc1	-1	23	-1.7	7	2	28	-2	-8	5
COc1cc(O)c(C(CC(=O)N2CCN(c3ccccc3)CC2)c2cc(OC)c(OC)c(OC)c2)c(OC)c1 (stereo not drawn)	-4	15	-0.3	16	0	15	-4	-2	13
CCc1ccc(NC(=O)CSc2ccc(-c3cccnc3)nn2)cc1	-1	-1	-0.6	19	7	21	-1	5	5
COc1ccc(C2C(C#N)=C(N)Oc3n[nH]c(-c4ccccn4)c32)c(OC)c1OC (stereo not drawn)	0	7	-15	9	5	-4	0	-2	12
CCOC(=O)CC1C(=O)NCCN1C(=O)c1ccc(Cl)cc1Cl (stereo not drawn)	2	-6	-1.1	7	1	-2	-2	-1	7
Cc1occc1C(=O)NNC(=O)c1nn(C)c(=O)c2ccccc12	2	-17	1.7	9	-7	-5	0	-1	5
CCOc1ccc(NC(=O)CC2C(=O)N(c3cccc(OC)c3)C(=O)N2CCOC)cc1 (stereo not drawn)	-1	-18	-0.6	13	-43	-7	-2	-1	0
Cc1noc(C)c1S(=O)(=O)N(C)C[C@H]1Oc2c(NS(=O)(=O)c3cn(C)cn3)cccc2C(=O)N([C@H](C)CO)C[C@@H]1C	1	4	-0.4	-13	4	7	6	-3	-4
NC(=O)c1cccnc1Oc1cccc(Cl)c1	2	11	-1.5	-2	9	-6	-1	-17	9
CCCCc1nc(SCC(=O)N2CCCC2)c2c(=O)n(C)c(=O)n(C)c2n1	-1	-21	0.3	17	-12	10	4	2	0
COc1cc(OC)cc(C(=O)NNC(=O)C2CSC3(C)CCC(=O)N23)c1 (stereo not drawn)	2	-2	0.4	-5	-2	22	-4	-3	-13
CSc1ccc(-c2ccco2)nn1	1	-5	0.0	6	0	9	0	-5	-12
COc1ccccc1NC(=S)NNC(=O)c1nn(C)c(C)c1Br	-10	11	-0.4	19	15	8	0	3	22
Fc1ccc(-c2nnc(N3CCOCC3)c3ccccc23)cc1F	-1	15	0.8	-5	-5	-9	-3	-3	-37
CCOc1ccc(C(=O)c2ccncc2)cc1	3	-9	-1.1	9	-10	8	-1	1	1
COc1ccc2nc3oc(C(=O)Nc4ccc(OC)c(OC)c4)cc3cc2c1	17*	0	3.2	-14	0	-5	-2	-4	2
CCOC(=O)/C(=C/c1c2ccccc2cc2ccccc12)NC(=O)c1ccccc1	-6	-8	-2.4	27	26	17	-6	-3	24
COC(=O)[C@H](Cc1ccccc1)NC(=O)O[C@H]1C(=O)c2ccc(OC)cc2O[C@@H]1c1ccc2c(c1)OCO2	2	8	x	-11	-6	-1	-7	2	29
CC(OC(=O)/C(C#N)=C/c1ccc(N(C)C)cc1)C(=O)N(C)c1ccccc1 (stereo not drawn)	1	15	0.9	38	28	27	1	0	34
COc1cccc(C(=O)N2CCN(C3CCN(Cc4ccccc4)CC3)CC2)c1OC	0	3	0.6	-8	-5	12	-2	-6	-2
OCCNCc1ccc(OCc2ccc(Cl)cc2Cl)cc1	-2	5	94*	10	23	9	-5	0	9
NC(=O)c1ccc(NC(=O)CN2C(=O)NC(c3ccccc3)(c3ccccc3)C2=O)cc1	0	-17	0.7	25	7	3	-1	-3	-10
CCc1ccccc1NC(=O)C1CCCN(S(=O)(=O)c2ccc3c(c2)CC(C)N3C(C)=O)C1 (stereo not drawn)	-2	-50	0.0	23	8	19	-1	-4	10

Retrieved by structure from the entries so far:
SMILES	GRIN3A LBD mod	APJ antag	MPTP inh	tim23-1 inh	TIM10 inh	NLRP3 yeast inh	MIN6 prolif	APJ ag	tim10-1 inh
CCOc1ccc(C(=O)c2ccncc2)cc1	3	-9	-1.1	9	-10	8	-1	1	1
OCCNCc1ccc(OCc2ccc(Cl)cc2Cl)cc1	-2	5	94*	10	23	9	-5	0	9

(continued)
SMILES	GRIN3A LBD mod	APJ antag	MPTP inh	tim23-1 inh	TIM10 inh	NLRP3 yeast inh	MIN6 prolif	APJ ag	tim10-1 inh
Cc1nn(C)c(C)c1NC(=O)CC12CC3CC(CC(C3)C1)C2	-1	9	2.7	12	-4	1	-4	-3	14
COc1ccc(-c2cc(=O)oc3c(C)c(O)ccc23)cc1	-19	-9	-0.1	16	11	-5	-1	-3	19
O=C(NCc1ccccc1Cl)c1cnccc1C(F)(F)F	12*	-22	-1.6	-5	1	1	-2	0	-5
CCOC(=O)c1c(C)oc2ccc(OS(C)(=O)=O)cc12	-1	12	-2.3	37	10	1	-2	-2	12
CC(=O)N(CCc1ccccc1)Cc1cc2cc(C)ccc2[nH]c1=O	-1	14	-0.6	11	1	10	-2	2	3
CCSc1nnc(N2C(=O)CC(c3ccsc3)C3=C2CC(C)(C)CC3=O)s1 (stereo not drawn)	0	15	-2.4	27	3	2	2	-5	17
O=C1CN(C(=O)CC2C(=O)NCCN2Cc2ccccc2C(F)(F)F)CCN1 (stereo not drawn)	-2	4	0.1	11	-3	7	5	-7	8
Cc1[nH]c(=O)[nH]c(=O)c1S(=O)(=O)N1CCCC(C(=O)N2CCN(c3cccc(C(F)(F)F)c3)CC2)C1 (stereo not drawn)	-1	6	0.7	0	16	10	-2	-4	-18
C/C(=N\NC(=O)COc1ccc(C#N)cc1)c1ccc(N2CCOCC2)cc1	0	-7	0.4	15	1	9	1	-3	14
O=[N+]([O-])c1cccc(CSc2cccc[n+]2[O-])c1	0	12	1.7	3	9	5	-4	-3	17
